# Compound activity: PubChem, The Scripps Research Institute Molecular Screening Center
# MITF primary = human MITF inhibition, primary screen; inhibition, % at 2.6 µM; AlphaScreen MITF homodimerization, bead proximity signal; 650,000 tested, 0.91% active; in the data active = inhibition above about 50%;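 note: 0% = vehicle wells with protein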
# FBW7 act = activators of human E3 ligase FBW7. Q969H0. AlphaScreen FBW7–phospho-cyclin E peptide binding, activator screen. AID 1259310. 650,000 tested, 0.13% active. normalized activity (activation), % at 26.1 µM; in the data active = normalized activity above about 1.9%;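 note: purified mutant Fbw7 with reduced substrate affinity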
# Target sequence (Q969H0 whole entry, looked up): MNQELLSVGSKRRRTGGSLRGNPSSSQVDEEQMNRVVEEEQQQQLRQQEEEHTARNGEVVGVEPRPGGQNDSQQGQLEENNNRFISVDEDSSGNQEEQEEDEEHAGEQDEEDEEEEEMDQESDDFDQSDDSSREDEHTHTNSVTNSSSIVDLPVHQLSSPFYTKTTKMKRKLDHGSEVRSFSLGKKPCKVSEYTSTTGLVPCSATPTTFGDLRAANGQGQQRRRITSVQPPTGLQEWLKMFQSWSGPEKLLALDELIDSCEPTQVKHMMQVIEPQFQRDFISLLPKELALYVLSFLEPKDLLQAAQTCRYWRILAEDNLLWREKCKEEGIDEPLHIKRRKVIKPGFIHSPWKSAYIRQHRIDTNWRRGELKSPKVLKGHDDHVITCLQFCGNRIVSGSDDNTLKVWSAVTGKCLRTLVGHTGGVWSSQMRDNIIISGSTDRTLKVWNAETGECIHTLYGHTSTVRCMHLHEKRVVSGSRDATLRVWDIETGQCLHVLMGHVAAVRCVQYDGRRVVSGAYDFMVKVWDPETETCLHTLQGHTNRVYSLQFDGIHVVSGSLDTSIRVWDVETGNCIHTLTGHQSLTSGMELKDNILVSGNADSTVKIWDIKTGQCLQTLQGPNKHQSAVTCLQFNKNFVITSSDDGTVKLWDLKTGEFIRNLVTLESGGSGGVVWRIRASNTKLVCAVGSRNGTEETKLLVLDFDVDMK
# GPR151 activ = activators of human GPR151; PathHunter beta-arrestin GPR151 cells, luminescence; activation, % at 11.2 µM; 650,000 tested, 1% active; AID 1508602; in the data active = activation above about 4.9%;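 note: 0% = median of compound wells and 100% = cells with positive control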
# Target sequence (Q8TDV0 whole entry, looked up): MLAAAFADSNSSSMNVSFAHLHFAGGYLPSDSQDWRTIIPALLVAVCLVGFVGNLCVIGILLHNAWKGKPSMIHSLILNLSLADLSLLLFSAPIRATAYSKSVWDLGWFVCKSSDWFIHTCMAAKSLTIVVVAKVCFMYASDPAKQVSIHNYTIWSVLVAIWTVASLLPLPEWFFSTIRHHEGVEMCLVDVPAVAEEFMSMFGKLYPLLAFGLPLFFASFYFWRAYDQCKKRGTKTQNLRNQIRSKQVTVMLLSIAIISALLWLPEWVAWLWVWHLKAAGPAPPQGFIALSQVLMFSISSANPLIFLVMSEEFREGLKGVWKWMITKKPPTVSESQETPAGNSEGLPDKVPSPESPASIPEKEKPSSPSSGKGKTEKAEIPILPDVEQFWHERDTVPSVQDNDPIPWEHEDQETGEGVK
# TEAD-YAP inh = TEAD-YAP interaction inhibition | HEK-TIYL cells, TEAD-Gal4/YAP UAS-luciferase luminescence | inhibition, % at 9.12 µM | 640,000 tested, 1.4% active; in the data active = inhibition above about 32%;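 note: 0% = median of test compound wells and 100% = reference inhibitor wells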
# * hit, by the source's call; / = no result given; & = joins results of further samples.
# A first look (18 entries):
SMILES,MITF primary,FBW7 act,GPR151 activ,TEAD-YAP inh
O=C(CSc1nnc(-c2cccnc2)n1-c1ccccc1)c1cccc([N+](=O)[O-])c1,3,-0.1,-0.4,-8
O=C(CCc1ccccc1)Nc1ccc(N2CCC(NCCn3cccn3)CC2)cc1,18,0.1,-0.9,-4
COc1ccc(C(=O)NC(C(=O)NCC2CCCO2)C(C)C)cc1 (configuration not stated),1,0.0,-1.1,-5
CC(C)CCN1CCN(Cc2ccc3c(c2)OCCO3)CC1CCO (configuration not stated),2,-0.1,-2.0,-4
CCN(CC)c1ccc(C2C3=C(CC(c4ccc(F)cc4)CC3=O)Nc3ccccc3N2C(=O)c2ccc(Cl)c(Cl)c2)cc1 (configuration not stated),14,0.0,0.2,8
Cc1c(-c2ccc(Br)cc2)[n+](=O)c2c(n1[O-])CCCC2,2,-0.1,-0.7,-13
CCN(CC)CC#CCC(CC#CCN(CC)CC)C(=O)OC,-6,-0.1,2.4,7
CC1=C(C)C(=O)C(NCC2CCCO2)=CC1=O (configuration not stated),26,0.0,-0.3,-8
CCOC(=O)c1cnc2c(C)cc(C)cc2c1Nc1cccc(Cl)c1C,2,-0.1,-0.8,-5
COc1ccc(NC(=O)COC(=O)c2[nH]c(C)c(C(C)=O)c2C)cc1,9,0.0,0.5,12
CCc1ccccc1NCN1C(=O)c2ccncc2C1=O,11,-0.1,3.8,3
CCOc1cc(/C=C(\C#N)c2nc3ccc(C)cc3[nH]2)cc(Cl)c1O,3,0.4,0.3,-22
CC(C)OC(=O)CSC1=C(C#N)C(c2ccco2)C2=C(CCCC2=O)N1 (configuration not stated),0,0.3,-0.2,-27
CCOC(=O)c1c(NC(=O)c2ccc(F)cc2)sc(C(=O)Nc2ccc(C)c(Cl)c2)c1C,2,-0.1,0.1,10
CC(NC(=O)c1ccc(Br)o1)c1ccccc1 (configuration not stated),-2,0.1,2.7,15
Nc1ccc(C(=O)Nc2ccccc2N)c(N)c1,-4,-0.1,-1.6,-24
COc1ccc(CN2CCNC(=O)C2CC(=O)N2CCC(OC)CC2)c(OC)c1 (configuration not stated),2,0.1,-0.8,5
COc1ccc(S(=O)(=O)NC2CCCC2)cc1NC(C)=O,23,0.3,3.1,7

# Main list, repeating the preview:
SMILES,MITF primary,FBW7 act,GPR151 activ,TEAD-YAP inh
O=C(CSc1nnc(-c2cccnc2)n1-c1ccccc1)c1cccc([N+](=O)[O-])c1,3,-0.1,-0.4,-8
O=C(CCc1ccccc1)Nc1ccc(N2CCC(NCCn3cccn3)CC2)cc1,18,0.1,-0.9,-4
COc1ccc(C(=O)NC(C(=O)NCC2CCCO2)C(C)C)cc1 (configuration not stated),1,0.0,-1.1,-5
CC(C)CCN1CCN(Cc2ccc3c(c2)OCCO3)CC1CCO (configuration not stated),2,-0.1,-2.0,-4
CCN(CC)c1ccc(C2C3=C(CC(c4ccc(F)cc4)CC3=O)Nc3ccccc3N2C(=O)c2ccc(Cl)c(Cl)c2)cc1 (configuration not stated),14,0.0,0.2,8
Cc1c(-c2ccc(Br)cc2)[n+](=O)c2c(n1[O-])CCCC2,2,-0.1,-0.7,-13
CCN(CC)CC#CCC(CC#CCN(CC)CC)C(=O)OC,-6,-0.1,2.4,7
CC1=C(C)C(=O)C(NCC2CCCO2)=CC1=O (configuration not stated),26,0.0,-0.3,-8
CCOC(=O)c1cnc2c(C)cc(C)cc2c1Nc1cccc(Cl)c1C,2,-0.1,-0.8,-5
COc1ccc(NC(=O)COC(=O)c2[nH]c(C)c(C(C)=O)c2C)cc1,9,0.0,0.5,12
CCc1ccccc1NCN1C(=O)c2ccncc2C1=O,11,-0.1,3.8,3
CCOc1cc(/C=C(\C#N)c2nc3ccc(C)cc3[nH]2)cc(Cl)c1O,3,0.4,0.3,-22
CC(C)OC(=O)CSC1=C(C#N)C(c2ccco2)C2=C(CCCC2=O)N1 (configuration not stated),0,0.3,-0.2,-27
CCOC(=O)c1c(NC(=O)c2ccc(F)cc2)sc(C(=O)Nc2ccc(C)c(Cl)c2)c1C,2,-0.1,0.1,10
CC(NC(=O)c1ccc(Br)o1)c1ccccc1 (configuration not stated),-2,0.1,2.7,15
Nc1ccc(C(=O)Nc2ccccc2N)c(N)c1,-4,-0.1,-1.6,-24
COc1ccc(CN2CCNC(=O)C2CC(=O)N2CCC(OC)CC2)c(OC)c1 (configuration not stated),2,0.1,-0.8,5
COc1ccc(S(=O)(=O)NC2CCCC2)cc1NC(C)=O,23,0.3,3.1,7
N#Cc1cc([N+](=O)[O-])ccc1NC(=O)CSc1nnc(-c2ccco2)n1N,23,0.3,0.1,0
Cc1nc(N)ncc1C(=S)Nc1ccccc1,4,0.0,-2.0,-5
COCCNCCOc1ccc(Br)cc1,-7,0.0,1.9,-13
Cc1ccc(N=C(NOC(=O)c2ccccc2)c2nonc2N)c(C)c1,-1,0.0,0.7,-1
CC(C)(C)C(=O)Nc1ccc(NC(=O)c2cccs2)cc1,14,0.0,-0.1,-41
O=C(NNC(=O)c1cc(-c2ccncc2)nc2ccccc12)Nc1ccc(F)cc1,-12,-0.2,-1.8,-4
CCN1C(=O)c2cccc3c(NC(=S)NC(=O)c4ccc(S(=O)(=O)N5CCCC5)cc4)ccc1c23,3,-0.4,-0.8,16

# Other records follow.
SMILES,MITF primary,FBW7 act,GPR151 activ,TEAD-YAP inh
O=C(NCCn1cc(SCc2c(F)cccc2Cl)c2ccccc21)c1ccc(F)cc1,1,-0.2,0.8,-7
c1ccc(Cc2nc(N3CCC4(CC3)OCCO4)c3c4c(sc3n2)CCCC4)cc1,3,0.0,2.0,3
COc1ccc2c(c1)C1=NN(C(C)=O)C(c3ccc([N+](=O)[O-])cc3)C1CC2 (configuration not stated),-18,0.0,1.2,1
Cc1ccc(OCC(=O)Nc2ccc(N3CCOCC3)cc2)cc1C,3,-0.1,1.6,-15
CSc1cccc(CN[C@H]2C[C@H]3C(=O)N[C@H](C(C)C)C(=O)N3C2)c1,10,0.1,-1.6,0
COc1cccc(NS(=O)(=O)c2c[nH]c3ccc([N+](=O)[O-])cc23)c1,6,-0.2,-0.9,2
Cc1cc(C)cc(OC2CCCCC2NS(=O)(=O)c2ccc(Cl)cc2)c1 (configuration not stated),-3,0.3,-1.0,-5
C=CCn1c(-c2ccc(OC)cc2)csc1=Nc1ccc(NC(C)=O)cc1,4,0.0,-0.4,2
Cc1c(C(=O)Nc2c(F)cc(F)cc2Br)sc2ncn(CC(=O)N3CCCCC3C)c(=O)c12 (configuration not stated),-4,0.1,-0.1,4
CCCNc1nc2c(C)cccn2c(=O)c1/C=C1\SC(=S)N(CCC)C1=O,10,-0.1,1.1,1
NC(=O)c1cc(-c2csc(-c3cccnc3)n2)ccc1O,0,0.1,0.4,-8
CCCCN(CC)CCNC(=O)Cn1c(C)cc2ccccc2c1=O,3,0.0,0.5,10
NS(=O)(=O)c1cccc(Nc2ncnc3sc4c(c23)CCC4)c1,11,-0.1,1.4,6
O=C(CN1CCN(Cc2cccc3ccccc23)CC1)c1ccco1,67*,-0.1,-1.0,-1
O=C(NCc1ccccc1)c1cc(-c2ccc(F)cc2)on1,-5,-0.1,0.7,-25
c1ccc2c(c1)nc(N1CCN(C3CCCCC3)CC1)c1nncn12,0,-0.2,-0.3,3
C=CCN1C(=O)/C(=C\c2ccccc2I)N(C)C1=S,-3,-0.5,0.3,-5
C=CCNC(=O)c1ccccc1Br,4,0.0,0.4,0
CCOC(=O)Nc1ncc(Cl)cc1Cl,0,0.7,0.2,-1
C=CCc1cccc2cc(C(=O)Nc3ccccc3F)c(=O)oc12,-7,0.0,-0.7,7
O=C(NC1CCCCCC1)c1ccc(N2CCCCC2)c([N+](=O)[O-])c1,11,0.5,-0.4,-22
O=C(NCc1ccco1)c1ccc(N2CCCCS2(=O)=O)cc1,-2,-0.1,0.0,-20
COc1ccc(Oc2coc3cc(OC(=O)c4ccccc4OC)ccc3c2=O)cc1,7,0.9,3.8,-5
Cc1nc2sc3c(N4CCCCC4)ncnc3c2c2c1COC(C)(C)C2,4,-0.1,0.7,0
COC(=O)c1cnn(-c2ccccc2)c1N,7,0.1,2.5,4

# The listing continues.
SMILES,MITF primary,FBW7 act,GPR151 activ,TEAD-YAP inh
CC(=O)c1ccc(N2C(=S)NC(C)(C)C=C2C)cc1,6,0.2,-1.6,-6
O=C(COC(=O)c1ccc(N2C(=O)c3ccccc3C2=O)cc1)c1ccc(Cl)cc1,2,0.0,0.5,12
Cc1ccc(CNS(=O)(=O)c2ccc(F)c(C(=O)Nc3ccc(Cl)cc3F)c2)cc1,11,-0.1,-1.4,3
COc1ccccc1/C=C/C=c1\sc2nc(-c3ccco3)nn2c1=O,3,0.1,0.9,9
Cc1ccc(S(=O)(=O)c2cc3cc([N+](=O)[O-])ccc3oc2=O)cc1C,10,0.1,3.5,11
O=C(Nc1ccc(Cc2ccncc2)cc1)C1CCC(N2C(=O)C3C4C=CC(C4)C3C2=O)CC1 (configuration not stated),6,0.3,0.3,4
O=C(Nc1ccc(NC(=O)C23CC4CC(CC(C4)C2)C3)cc1)c1ccc(F)cc1,-2,0.0,1.0,-6
Cc1nn(C)cc1COC(=O)c1ccc([N+](=O)[O-])cc1,-4,0.0,-2.5,1
C=CCn1c(SCc2ccc(Cl)cc2)nc(O)cc1=O,8,0.0,0.0,0
COc1cc2c(cc1OC)C(c1ccccc1)NC(C)(C)C2 (configuration not stated),16,1.8,-1.8,9
Cc1ccccc1-c1ccccc1C(=O)N1CCC(n2nccc2NC(=O)C2CC2)CC1,2,0.1,-1.7,5
CCCCN(C)C(=O)NCc1noc2ccccc12,3,0.1,0.7,-3
Cc1ccc(-c2nc3n(n2)C(=O)CC(c2ccco2)S3)cc1 (configuration not stated),-10,0.1,1.8,-12
CCCCOC(=O)C1=C(C)NC2=C(C(=O)CCC2)C1c1ccc(Cl)cc1Cl (configuration not stated),3,0.0,0.7,5
COc1ccc(-c2cc(C(=O)O)c(C)o2)cc1OC,-3,0.0,-10.0,-50
CCN(CC)S(=O)(=O)c1ccc(N2CCN(c3ccccc3OC)CC2)c(N)c1,4,-0.2,1.2,33*
Cc1sc2nc(N)sc(=O)c2c1C,6,-0.3,1.2,-15
CCCCN(C)S(=O)(=O)c1ccc(C(=O)Nc2nnc(-c3ccc(OC)cc3)o2)cc1,-1,-0.1,-0.4,-14
COC(=O)CCn1c(C)cc(C(=O)COc2ccccc2C(N)=O)c1C,-2,0.1,1.0,28
O=C(CCS(=O)(=O)c1ccc(Cl)cc1)Nc1ccccc1F,-5,-0.1,1.5,-8
CCCNC(=O)Cn1cnc2sc(C(=O)OCC)c(C)c2c1=O,-1,0.1,-0.6,9
CCCCCCc1cc2c3c(c(=O)oc2cc1OC(C)C(=O)OC)CCCC3 (configuration not stated),-4,0.2,-0.2,3
COC(=O)c1ccc(OCCCNC(=O)OC(C)(C)C)cc1O,-9,0.0,-0.5,-17
CC(=O)N1CCN(C(=S)NC(=O)C23CC4CC(CC(C4)C2)C3)CC1,5,0.0,-1.8,-5
c1ccc2c(c1)OCC(CNc1ncnc3[nH]ncc13)O2 (configuration not stated),3,-0.1,1.3,1

# (continued)
SMILES,MITF primary,FBW7 act,GPR151 activ,TEAD-YAP inh
Cc1ccc(-c2csc(-c3cc4ccccc4oc3=O)n2)cc1C,-20,0.0,1.5,-11
CCOc1ccccc1NC(=O)c1sc2nc(C)nc(N3CCOCC3)c2c1C,15,-0.1,-0.5,-4
CN(C)c1cc(N)c2cc(Br)ccc2n1,9,-0.3,-1.9,-10
CCC(CO)Nc1ccc2ncc(-c3ccc(C(=O)OC)cc3)n2n1 (configuration not stated),-13,-0.4,-0.3,5
O=C(COc1ccc(N2CCCC2)nn1)NCc1ccco1,19,0.0,-0.4,-3
O=C(O)CCCCCCCCCCCNC(=O)NC12CC3CC(CC(C3)C1)C2,-6,/,-2.8,/
COc1ccc(CN2C[C@@H]3C[C@@H](c4ccccc4OC)N4CCC[C@@]34C2=O)cc1,11,0.2,-0.2,-6
O=C(Nc1ccc(-c2ccco2)cc1)C1CCCN(C(=O)c2cnsn2)C1 (configuration not stated),1,-0.2,0.0,-14
COc1ccc(OCC(=O)N2CCN(c3cccc(Cl)c3)CC2)cc1,8,0.1,1.5,-1
CN(c1ccccc1)C1CCCCC1NS(=O)(=O)c1ccccc1 (configuration not stated),4,0.0,-0.4,0
Cc1ccc(S(=O)(=O)N(C)C)cc1NC(=O)CSc1nc(N)cc(N)n1,-9,-0.1,0.5,4
CCOC(=O)/C(=C(\C)O)C1(C(C#N)C(N)=O)CCCCC1 (configuration not stated),15&-1,0.1&0.0,-1.4&-1.2,6&-8
c1ccc(Cn2ncc3ccccc32)cc1,-11,-0.1,0.0,-4
CCc1cccc(Nc2cc(C)nc3nc(C)nn23)c1,10,0.1,0.1,7
FC(F)(F)c1nc(Nc2ccc(Br)cc2)sc1-c1ccc(Cl)cc1,17,1.0,0.6,-7
O=C(c1ccc(C(F)(F)F)cc1)N1CCC(c2nc(-c3cnccn3)no2)CC1,0,0.0,1.0,-11
CCCCNC(=O)c1sc2ncn(CC(=O)N3CC(C)CC(C)C3)c(=O)c2c1C (configuration not stated),7,-0.1,1.0,6
CSc1ccc(CN2CCN(Cc3ccncc3)CC2)cc1,60*,0.0,0.3,6
O=C(N/C(=C\c1ccco1)C(=O)N1CCc2ccccc2C1)c1ccccc1,4,-0.2,-0.6,-4
COc1cc(/C=c2\sc3nc4cc(C)c(C)cc4n3c2=O)ccc1OCC(N)=O,6,0.1,1.1,4
CC1CCCC(NC(=O)C2N(CCN3CCCCCC3)C(=O)C3C(C(=O)Nc4cccc(Cl)c4)C4C=CC32O4)C1C (configuration not stated),-1,0.0,0.0,0
CCn1c(C(=O)O)c(CC(=O)N2CCC3(CC2)OCCO3)c2ccccc21,-1,-0.1,3.7,9
O=C(c1nn2c(C(F)(F)F)cc(-c3ccccc3)nc2c1Br)N1CCCCC1,-11,0.0,-0.4,-1
